GSTO1 counter: blocks human GSTO1 in RBBP9 counter-screen; recombinant GSTO1, activity-based probe fluorescence polarization; AID 1974; P78417; inhibition, % at 5.96 µM; actives 1.1% (n = 300,000);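 active means inhibition above the campaign mean inhibition plus 3 SD, cut at about 35% in these data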;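 further: 0% = GSTO1-1 with DMSO and 100% = wells lacking GSTO1-1 enzyme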
PAFAH1B3 inh: PAFAH1B3 (human) inhibition | Q15102 | recombinant PAFAH1B3, FP-rhodamine probe, fluorescence polarization | inhibition, % at 3.39 µM | actives 0.28% (n = 340,000) | AID 492972;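 active means inhibition above the screen-wide average of all tested compounds plus 3 SD, cut at about 25% in these data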;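 further: 0% = enzyme with DMSO only and 100% = wells lacking PAFAH1B3 protein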
Target sequence (Q15102 whole entry, looked up): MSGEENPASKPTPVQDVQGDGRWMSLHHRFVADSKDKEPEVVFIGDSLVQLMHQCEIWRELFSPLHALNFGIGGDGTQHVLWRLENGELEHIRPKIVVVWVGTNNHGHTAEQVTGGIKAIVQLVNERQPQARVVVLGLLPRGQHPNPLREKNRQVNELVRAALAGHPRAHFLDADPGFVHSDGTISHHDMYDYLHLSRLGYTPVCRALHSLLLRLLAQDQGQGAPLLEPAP
pPAFAH FP inh: inhibitors of human plasma PAF acetylhydrolase (pPAFAH) | recombinant pPAFAH, FP-rhodamine probe fluorescence polarization | inhibition, % at 3.39 µM | actives 1.5% (n = 330,000) | AID 463082;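 active means inhibition above the mean inhibition across the screen plus 3 SD, cut at about 25% in these data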;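 further: inhibitors block binding of the rhodamine activity-based probe so polarization drops; 0% = enzyme with DMSO and 100% = wells lacking pPAFAH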
LYPLA1 inh: LYPLA1 (human) inhibition in PME1 counter-screen; O75608; inhibition, % at 5.9 µM; recombinant LYPLA1, FP-Rh probe fluorescence polarization; actives 0.16% (n = 320,000); AID 2174;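 active means inhibition above the mean of all tested compounds plus 3 SD, set per campaign, cut at about 14% in these data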;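 further: inhibitors block serine hydrolase probe labeling of LYPLA1 so polarization falls; 0% = enzyme with DMSO and 100% = wells lacking LYPLA1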
PREPL inh: human PREPL enzyme inhibition | recombinant PREPL, fluorescence polarization activity-based probe | inhibition, % at 5.96 µM | actives 0.68% (n = 320,000) | AID 2751; in the data active means inhibition above about 43%;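 further: 0% = enzyme with DMSO and 100% = wells lacking enzyme; many of its hits are not listed in these tables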
Target sequence (Q4J6C6 whole entry, looked up): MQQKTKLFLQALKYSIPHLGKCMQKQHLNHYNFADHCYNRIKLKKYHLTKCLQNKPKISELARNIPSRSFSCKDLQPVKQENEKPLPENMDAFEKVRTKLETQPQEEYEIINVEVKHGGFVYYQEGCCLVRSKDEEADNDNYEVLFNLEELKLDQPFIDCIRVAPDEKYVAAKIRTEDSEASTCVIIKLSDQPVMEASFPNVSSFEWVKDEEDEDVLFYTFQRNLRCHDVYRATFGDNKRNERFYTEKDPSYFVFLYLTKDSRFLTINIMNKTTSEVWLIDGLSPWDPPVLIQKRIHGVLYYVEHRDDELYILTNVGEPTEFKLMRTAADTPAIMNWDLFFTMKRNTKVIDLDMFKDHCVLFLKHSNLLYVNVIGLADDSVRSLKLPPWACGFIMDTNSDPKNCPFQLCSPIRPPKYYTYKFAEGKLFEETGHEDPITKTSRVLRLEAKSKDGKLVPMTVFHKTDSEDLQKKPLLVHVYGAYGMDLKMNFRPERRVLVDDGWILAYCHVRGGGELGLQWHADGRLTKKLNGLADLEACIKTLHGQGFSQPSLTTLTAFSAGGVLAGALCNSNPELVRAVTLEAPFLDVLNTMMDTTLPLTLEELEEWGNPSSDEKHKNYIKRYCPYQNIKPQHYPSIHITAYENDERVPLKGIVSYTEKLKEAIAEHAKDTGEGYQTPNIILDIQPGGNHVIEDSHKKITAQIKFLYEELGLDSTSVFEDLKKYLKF
PAD4 inh: PAD4 (human) enzyme inhibition; AID 485272; recombinant PAD4, RCA probe fluorescence polarization; actives 0.41% (n = 330,000); inhibition, % at 6.36 µM;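 active means percent inhibition above a cutoff equal to the mean of all tested compounds plus 3 SD, cut at about 15% in these data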;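 further: 0% = PAD4 with RCA probe and DMSO and 100% = probe without PAD4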
PAFAH1B2 inh: inhibitors of human PAFAH1B2 | P68402 | recombinant PAFAH1B2, FP-rhodamine activity probe, fluorescence polarization | inhibition, % at 3.39 µM | actives 1.2% (n = 340,000) | AID 492953;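 active means inhibition above the mean of all tested compounds plus 3 SD, cut at about 24% in these data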;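 further: 0% = enzyme with DMSO and 100% = wells lacking PAFAH1B2; many of its hits are not listed in these tables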
LYPLA2 counter: LYPLA2 (human) inhibition in PME1 counter-screen | AID 2177 | inhibition, % at 5.9 µM | recombinant LYPLA2, FP-Rh probe fluorescence polarization | O95372 | actives 0.38% (n = 320,000);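 active means inhibition above the screen-wide mean plus 3 SD, limit set per campaign, cut at about 26% in these data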;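 further: 0% = LYPLA2 with DMSO and 100% = wells lacking LYPLA2 enzyme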
PME-1 inh: PME-1 (human) inhibition; Q9Y570; recombinant PME-1, FP-Rh probe fluorescence polarization; inhibition, % at 5.9 µM; actives 0.53% (n = 320,000); AID 2130;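 active means inhibition above the campaign mean of all compounds plus 3 SD, cut at about 26% in these data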;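 further: competitive labeling of PME-1 active site by serine hydrolase directed probe; 0% = PME-1 with DMSO and 100% = wells lacking PME-1 enzyme; inhibitors block probe labeling so polarization falls and inhibition rises; many of its hits are not listed in these tables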
Active calls of the source: *; nt = no result given. An excerpt; count on the stated rates, not on these rows.

SMILES	GSTO1 counter	PAFAH1B3 inh	pPAFAH FP inh	LYPLA1 inh	PREPL inh	PAD4 inh	PAFAH1B2 inh	LYPLA2 counter	PME-1 inh
CC1(C)NC(=O)N(CC(=O)N2CCN(c3cccc(Cl)c3)CC2)C1=O	nt	-3	1	4	28	-7	-1	7	2
Cc1c(C(=O)OC2CCC(C)CC2)[nH]c2c1C(=O)CCC2 (stereo unspecified)	9	10	6	-8	10	-1	8	0	-3
Cn1c(SCc2nc3ccccc3c(=O)[nH]2)nnc1-c1ccco1	0	8	4	-1	-1	2	-2	2	-1
O=C(O)c1ccccc1C(=O)NCCc1c(C(=O)O)[nH]c2ccc(Cl)cc12	-4	7	3	4	-5	-2	33*	2	-2
COc1cccc(Cn2cc(/C=N/NC(=O)c3cc(O)cc(O)c3)c3ccccc32)c1	-40	37*	24	-15	41	-2	21	-25	24
C/C(O)=C(\N=Nc1cc(C)ccc1O)C(N)=O	5	nt	9	3	2	6	nt	4	-3
C#CCn1c(=NC(=O)c2cc(Cl)sc2Cl)sc2cc(S(N)(=O)=O)ccc21	-25	-18	-4	-29	-12	-24	-13	-50	-59
CCCC(=O)N1CCN(c2ccc(NC(=S)NC(=O)CC)cc2)CC1	4	-2	-1	3	2	-3	-1	3	6
Cc1cc(=O)nc2c3ccccc3n(CC(=O)NC(C)c3ccc4c(c3)OCCO4)n12 (stereo unspecified)	5	8	-5	-6	-8	-5	8	-9	-11
CCCCn1c(N)c(N(CCC(C)C)C(=O)CN2C(=O)C3CCCCC3C2=O)c(=O)[nH]c1=O (stereo unspecified)	3	10	1	-1	1	-1	1	-1	0
Cc1ccnc(SCc2cc(=O)c(OC(=O)c3ccccc3)co2)n1	4	4	1	-1	28	-7	10	2	-4
CCC(Cc1ccccc1)NCc1c(C(=O)O)c(C)n(Cc2ccccc2)c1C (stereo unspecified)	0	13	0	0	10	-3	0	2	-2
O=S(=O)(Nc1ccncc1)c1cc(Cl)ccc1Cl	-6	9	0	-3	-1	-1	-2	-9	-2
COc1ccc(C(CC(=O)N2CCCC2)c2c(OC)cc(OC)c3c(-c4ccccc4)cc(=O)oc23)cc1 (stereo unspecified)	0	12	16	-4	-11	-13	3	-5	-4
O=C(Oc1ccccc1F)c1ccc2c(=O)n3c(nc2c1)CCC3	-11	11	-13	-3	13	15	-1	-7	-3
COc1cc(OC)c(OC)cc1CN1CCCC(C(=O)c2ccc3c(c2)OCO3)C1 (stereo unspecified)	7	4	1	-1	2	5	-1	-4	-2
O=C1CCCC2=C1C(c1cccc(O)c1)c1c(ccc3ncccc13)N2 (stereo unspecified)	-3	-2	0	-3	27	-2	3	-6	1
O=C(COc1ccc2c(-c3ccccc3)cc(=O)oc2c1)NCCN1CCOCC1	2	0	3	-2	5	-4	5	6	-1
Cn1nc(-c2ccccc2)c(N2CCCCC2)cc1=O	0	-1	2	3	3	-2	8	4	-2
CCN(CC)S(=O)(=O)c1cccc(NC(=O)COc2ccc(Cl)cc2Br)c1	-1	2	9	-19	20	-6	-7	-42	-19
Clc1ccc(Cn2ccc3ccccc32)cn1	-5	2	-1	-3	-9	4	6	2	-4
CC1CCC(NC(=O)C2CC(O)CN2S(=O)(=O)c2ccc([N+](=O)[O-])cc2)CC1 (stereo unspecified)	nt	3	4	nt	9	1	5	nt	nt
CNc1ncc(-c2nnnn2-c2ccccc2)c(-c2ccccc2)n1	-11	-8	5	3	-9	-5	6	0	-3
CCN(CC)CCN(C(=O)c1ccc2c(c1)CCCC2)c1nc2ccc(C)cc2s1	19	7	-1	5	12	-10	0	4	-10
COC(=O)c1ccc(SC2CCCCC2)c([N+](=O)[O-])c1	-4	3	1	-2	14	0	2	7	2
SMILES	GSTO1 counter	PAFAH1B3 inh	pPAFAH FP inh	LYPLA1 inh	PREPL inh	PAD4 inh	PAFAH1B2 inh	LYPLA2 counter	PME-1 inh
Cc1ccc(CN2C3=NC(=O)CN3c3ccccc32)cc1	-5	-1	3	-4	-16	-3	-7	1	0
CCCCn1nnc(NC(=O)COc2cc(C)ccc2C(C)C)n1	5	3	2	-1	-8	-4	-2	0	-3
C=CCN(CCNP(=O)(OCC)OCC)CP(=O)(OCC)OCC	1	1	4	-3	22	5	-4	9	-4
N#CCn1cnc2c(oc3ccccc32)c1=O	1	3	7	-1	0	2	-1	3	4
CC(NC(=O)c1cccs1)C(c1cccs1)N1CCN(Cc2ccccc2)CC1 (stereo unspecified)	6	1	5	1	9	-2	-1	4	4
COc1cc(OC)cc(C(=O)Nc2ccc3nc4n(c(=O)c3c2)CCCCC4)c1	-8	1	5	-2	-2	5	5	-2	-9
Cn1c(N2CCCC2)nc2c1c(=O)n(Cc1ccc(Cl)cc1)c(=O)n2C	-2	3	3	-2	1	5	-8	-2	1
Cc1sc2nc(CSc3ccccc3)nc(NCCN(C)C)c2c1C	-2	1	0	-2	13	-3	-4	-8	-3
Cc1cc(C)c2cc(CN(CCO)C(=O)Nc3ccc(Cl)cc3)c(=O)[nH]c2c1	1	nt	5	6	-11	1	nt	9	-26
O=C(NN1C(=O)C2C(c3ccccc3)C=CC(c3ccccc3)C2C1=O)c1ccccc1 (stereo unspecified)	1	7	-1	-6	-2	-2	9	-12	-1
O=C1c2ccccc2C2=Nc3ccccc3SC(c3ccc(Cl)cc3)C12 (stereo unspecified)	-17	8	1	-14	16	-4	7	2	14
CC(C)(C)S(=O)(=O)c1ccc(S(=O)(=O)C(C)(C)C)s1	5	nt	-2	3	4	-3	nt	1	6
O=C(NCc1ccccc1)N1CCN(c2ccc(F)cc2)CC1	7	3	4	0	2	3	-1	0	-1
COc1ccc(CC(NC(C)=O)C(=O)NC2CCN(C(=O)Nc3ccccc3C)CC2)cc1OC (stereo unspecified)	6	4	4	3	-4	-1	5	-1	0
CC(=O)c1ccc(OCCOc2ccc([N+](=O)[O-])cc2)cc1	6	-6	1	2	5	0	-1	14	-6
Cc1ccc(/C=C/C(=O)OC(C)C(=O)NC2CCCCC2C)o1 (stereo unspecified)	-1	4	3	-4	8	1	2	1	2
Cc1ccc(C(=O)N[C@H](C(=O)NC2CCCCCCC2)C(C)C)cc1	nt	0	1	3	15	2	1	5	0
Cc1ccc(CN2CCSc3ccc(C(=O)NC4CCCC4)cc32)cc1	2	7	-1	1	6	-2	1	3	0
CCCOc1cccc(OCC(=O)Nc2nc3ccccc3[nH]2)c1	6	0	-9	-6	-6	12	1	-4	-3
O=C(c1ccco1)N1CCN(S(=O)(=O)c2ccc(S(=O)(=O)NC3CCCCC3)cc2)CC1	3	7	7	0	-17	-2	5	-3	2
Fc1cccc(/C=N/Nc2ncnc3nc[nH]c23)c1	-3	0	-2	1	-22	5	-3	8	4
CCCNC(=O)c1cnc(Sc2ncc(C(F)(F)F)cc2Cl)n1C	14	13	6	1	12	-3	-2	1	1
COc1ccc(C2=NS(=O)(=O)N(C)C(C(=O)Nc3ccc4c(c3)OCO4)=C2)cc1	1	13	7	-8	2	1	6	-7	-1
NS(=O)(=O)c1cnccc1Nc1ccc(Cl)c(Cl)c1	-1	3	5	-3	-9	-2	2	2	4
NC(=O)c1ccc(C(F)(F)F)n(Cc2c(Cl)cccc2Cl)c1=O	14	2	17	-1	-4	-2	6	5	-7
SMILES	GSTO1 counter	PAFAH1B3 inh	pPAFAH FP inh	LYPLA1 inh	PREPL inh	PAD4 inh	PAFAH1B2 inh	LYPLA2 counter	PME-1 inh
O=C(NCCCCNC(=O)c1ccc(F)cc1)c1ccc(F)cc1	9	5	0	3	-11	-2	2	-2	0
O=C(O)COc1ccc(Oc2ccccc2)cc1	6	10	1	2	-6	-2	7	3	-11
Cc1nc(C(F)(F)F)ccc1C(=O)NN1CCOCC1	8	2	2	-2	19	1	0	0	-6
O=C(CSc1nc2cc(Cl)c(Cl)cc2[nH]1)c1ccc2c(c1)OCO2	-5	7	-8	-6	2	-2	-1	-3	-16
CCc1ccc(C2CC(c3ccccc3)Nc3nc(N)nn32)cc1 (stereo unspecified)	5	4	2	1	23	-1	9	7	0
COc1ccc(-c2nnc3sc(-c4ccccc4OC)nn23)cc1	3	7	-7	-4	9	4	1	3	-4
O=C(NC1CC1)c1cc(-c2ccc(Br)cc2)nc2ccccc12	nt	-4	-2	-6	-13	0	-1	-8	-4
O=C(NC(Cc1ccccc1)C(=O)N1CCN(c2ccccn2)CC1)c1ccco1 (stereo unspecified)	-2	3	-3	5	11	0	3	5	-5
CC(C)Cn1c(N)c(C(=O)COC(=O)c2nccnc2N)c(=O)n(C)c1=O	nt	1	1	3	21	-2	5	2	10
Cc1c(Br)c([N+](=O)[O-])nn1CC(=O)Nc1ccc(CC#N)cc1	-6	nt	6	-4	13	-1	nt	20	-1
CC(=O)c1c(C)[nH]c(C(=O)COC(=O)CN(C)S(=O)(=O)c2ccc(Cl)cc2)c1C	7	0	5	3	22	2	8	35*	18
O=C(Nc1ccc(S(=O)(=O)N2CCOCC2)cc1)c1cc(-c2ccccc2O)n[nH]1	-22	5	-7	-11	13	-4	-2	-13	-16
COCCC(=O)N1CCC(Oc2ccc(C(=O)N3CCCC(OC)C3)cc2)CC1 (stereo unspecified)	-4	0	0	3	2	-6	3	0	-6
CN(Cc1ccccc1)C(=O)C1CCCN1S(=O)(=O)c1ccc2c(c1)n(C)c(=O)c(=O)n2C (stereo unspecified)	2	0	2	4	-5	3	15	9	3
COC(=O)[C@@]1(Cc2ccc(OC)cc2)[C@H]2c3cc(C(=O)N4CCCC4)n(Cc4c(CO)[nH]cc(C)c4=O)c3C[C@H]2CN1C(=O)c1ccccc1	4	nt	2	1	10	1	nt	3	-1
CCOC(=O)C1=C(CC)OC(N)=C(C#N)C1c1ccc(OC)c(OC)c1OC (stereo unspecified)	10	13	1	-2	7	-1	3	-3	-1
CCOc1ccc(C(=O)NN2CCOCC2)cc1	-3	-1	-9	-3	2	-2	-4	2	2
COC(=O)CCC(=O)N1CCOCCOCCN(C(=O)CCC(=O)OC)CCOCCOCC1	3	10	-1	-2	2	2	-3	-1	-6
CC(C)CC(=O)NC(NC(=S)Nc1ccccc1)C(Cl)(Cl)Cl (stereo unspecified)	-5	-3	3	0	-3	-4	1	-2	0
CCOC(=O)c1nnn2c1nc(N1CCOCC1)c1ccccc12	9	nt	2	1	6	1	nt	6	5
O=C(O)c1cc(N/N=C/c2cccc3ccccc23)ccc1Cl	0	3	7	2	11	-7	5	2	-2
COc1ccc(CNC(=O)CN2C(=O)c3ccc([N+](=O)[O-])cc3C2=O)cc1	7	1	4	3	-2	1	7	9	6
Cc1n[nH]c(C)c1Sc1ccccc1[N+](=O)[O-]	-1	5	17	2	-25	-4	-2	0	0
COc1cc(-c2noc(C)c2C(=O)NCCCN2CCCC2=O)cc(OC)c1OC	nt	-7	2	nt	8	-4	-2	nt	nt
CCCCc1nnc(SCCSc2nnc(CCCC)n2N)n1N	-10	0	9	0	0	-4	2	4	0

Profiles, quoted from the list. Order of values: GSTO1 counter, PAFAH1B3 inh, pPAFAH FP inh, LYPLA1 inh, PREPL inh, PAD4 inh, PAFAH1B2 inh, LYPLA2 counter, PME-1 inh
Shown for CC(C)(C)S(=O)(=O)c1ccc(S(=O)(=O)C(C)(C)C)s1 → 5, nt, -2, 3, 4, -3, nt, 1, 6
Shown for O=C(NCCCCNC(=O)c1ccc(F)cc1)c1ccc(F)cc1 → 9, 5, 0, 3, -11, -2, 2, -2, 0
Shown for CCCC(=O)N1CCN(c2ccc(NC(=S)NC(=O)CC)cc2)CC1 → 4, -2, -1, 3, 2, -3, -1, 3, 6
Shown for CCOC(=O)C1=C(CC)OC(N)=C(C#N)C1c1ccc(OC)c(OC)c1OC (stereo unspecified) → 10, 13, 1, -2, 7, -1, 3, -3, -1
